# Source: PubChem
# hcDAF-12 act: H. contortus DAF-12 nuclear receptor activators, primary screen, cell-based, luminescence, HEK293, lit1-tk-luc reporter; HEK293 hcDAF-12 lit1-tk-luc reporter; 0% DMSO, 100% Δ7-dafachronic acid; activation, % at 6.8 µM; hit rate 1.4% among 370,000; AID 652067, 2013;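 active = activation above the mean of all tested compounds plus 3 SD, cut at about 5.5% in these data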;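 also: 100% = response to 3 µM Δ7-dafachronic acid high control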
# FXN GAA850 act: FXN promoter activators, primary screen, cell-based, luciferase luminescence, HEK293 lucGAA850 | AID 540364, 2011 | hit rate 0.56% among 360,000 | activation, % at 6 µM | HEK293 lucGAA850 FXN promoter luciferase reporter, 24 h; percent of 10 µM SAHA response;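 active = activation above the average of all compounds screened plus 3 SD, cutoff fixed separately per campaign, cut at about 7.5% in these data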;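 also: 0% = DMSO wells and 100% = 10 µM SAHA wells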
# sPLA2-III inh: human group III sPLA2 inhibitors, primary screen, biochemical, QFRET, BODIPY PC-A2 liposome substrate | Group 3 secretory phospholipase A2 (Homo sapiens), Q9NZ20 | QFRET BODIPY PC-A2 liposome hydrolysis, fluorescence | inhibition, % at 12.2 µM | hit rate 0.56% among 370,000;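 active = inhibition above mean plus 3 SD of compounds lying within the high and low control bounds, cut at about 19% in these data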;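 also: 0% = median of test compound wells and 100% = no enzyme DMSO wells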
# DAX1 inh-1: DAX1 (NR0B1) inhibitors, primary screen, cell-based, HEK293, Gal4-DAX1, luciferase luminescence | hit rate 0.99% among 340,000 | HEK293 Gal4-DAX1 luciferase reporter | inhibition, % at 6.75 µM | AID 504766, 2011;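 active = inhibition above the mean over all tested compounds plus 3 SD, cut at about 4.2% in these data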;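 also: 0% = DAX1-transfected cells with DMSO and 100% = empty-vector control cells with DMSO; inhibition shows as a rise in luminescence from relieved DAX1 repression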
# Target sequence (P51843 207-470 limits assumed): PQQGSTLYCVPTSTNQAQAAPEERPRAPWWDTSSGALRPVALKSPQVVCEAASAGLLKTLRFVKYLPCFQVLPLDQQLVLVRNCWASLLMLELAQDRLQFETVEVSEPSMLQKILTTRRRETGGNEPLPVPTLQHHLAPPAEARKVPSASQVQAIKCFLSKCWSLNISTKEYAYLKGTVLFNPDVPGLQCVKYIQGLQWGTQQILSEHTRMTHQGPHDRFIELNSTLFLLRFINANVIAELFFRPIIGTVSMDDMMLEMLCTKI
# hgDAF-12 ag: H. glycines DAF-12 receptor agonists, primary screen, cell-based, luminescence, HEK293, GAL4 fusion, UAS-luciferase; HEK293 GAL4-hgDAF12 UAS-luciferase reporter, agonist luminescence; normalized to butyrate control; Nuclear hormone receptor DAF-12 (Heterodera glycines), GAL4 fusion; hit rate 1.8% among 370,000; activation, % at 6.8 µM;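 active = activation above a cutoff set at the mean of all screened compounds plus 3 SD, cut at about 10% in these data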;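 also: 0% = DMSO wells and 100% = sodium butyrate wells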
# SMARCA2 act: SMARCA2 (BRM) function activators, primary screen, cell-based, luminescence, high throughput; hit rate 1% among 370,000; activation, % at 9.1 µM; AID 652017, 2013; MG213 cells, MMTV-luciferase reporter, dexamethasone, overnight; in the data active = activation above about 7.8%;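 also: 0% = vehicle wells and 100% = reference activator wells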
# GC-B act: human GC-B receptor activators, primary screen, HEK293 GC-B cells, cGMP TR-FRET, EC30 CNP; Atrial natriuretic peptide receptor 2 (Homo sapiens), P20594; 0% at EC30 CNP, 100% saturating CNP; activation, % at 10 µM; hit rate 0.11% among 370,000; AID 1920062, 2024;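 active = activation at 10 µM reaching about 35% in either raw or pattern-adjusted values, limit read from the data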
# DAX1 inh-2: DAX1 (NR0B1) inhibitors on StAR promoter, primary screen, cell-based, luminescence, SF-1 (NR5A1), full-length DAX-1. HEK293T StAR-luciferase reporter, SF-1/DAX-1 repression relief. inhibition, % at 6.8 µM. hit rate 1.1% among 370,000. AID 652010, 2013;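 active = inhibition above the mean over all tested compounds plus 3 SD, cut at about 3.6% in these data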;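 also: 0% = DAX-1 cells with DMSO and 100% = cells lacking DAX-1 with DMSO; higher inhibition means more luminescence from relief of DAX-1 repression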
# ADAM10 inh: human ADAM10 inhibitors, primary screen, biochemical, QFRET, HTS. recombinant ADAM10, EDANS/DABCYL FRET peptide cleavage, 3 h. inhibition, % at 7 µM. hit rate 0.62% among 370,000. AID 720582, 2013;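 active = inhibition above a per-campaign cutoff equal to the mean of compounds falling between control-based bounds plus 3 SD, cut at about 20% in these data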;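 also: 0% = DMSO wells while the 100% control is not disclosed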
# Target sequence (O14672 214-748 limits assumed): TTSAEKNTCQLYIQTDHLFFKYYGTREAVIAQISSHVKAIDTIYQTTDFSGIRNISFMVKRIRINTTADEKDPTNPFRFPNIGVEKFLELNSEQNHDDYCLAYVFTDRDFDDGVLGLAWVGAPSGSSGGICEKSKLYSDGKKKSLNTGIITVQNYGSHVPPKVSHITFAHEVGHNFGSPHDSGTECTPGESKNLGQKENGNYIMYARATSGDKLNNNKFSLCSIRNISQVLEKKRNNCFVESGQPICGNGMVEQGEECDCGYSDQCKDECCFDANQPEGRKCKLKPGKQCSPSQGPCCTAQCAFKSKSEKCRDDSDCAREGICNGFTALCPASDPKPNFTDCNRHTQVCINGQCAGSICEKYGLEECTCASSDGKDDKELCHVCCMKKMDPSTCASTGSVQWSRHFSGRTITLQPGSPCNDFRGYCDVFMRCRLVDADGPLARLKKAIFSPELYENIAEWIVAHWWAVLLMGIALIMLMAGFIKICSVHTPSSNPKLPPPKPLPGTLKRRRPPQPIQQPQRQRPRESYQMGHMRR
# NPR1 activator: GC-A stimulated cGMP production enhancers – HEK293 GC-A cells, cGMP TR-FRET, EC30 ANP, primary screen | Atrial natriuretic peptide receptor 1 (Homo sapiens), P16066 | 0% at EC30 ANP, 100% saturating ANP | activation, % at 10 µM | hit rate 0.14% among 370,000 | AID 1671463, 2021; in the data active = activation above about 40%
# ssDAF12 agonist: S. stercoralis DAF-12 nuclear receptor activators, primary screen, cell-based, luminescence, HEK293, GRIP1 co-expression, lit1-tk-luc; Nuclear hormone receptor DAF-12 (Strongyloides stercoralis); activation, % at 6.8 µM; AID 652126, 2013; hit rate 1% among 370,000; HEK293 ssDAF-12/GRIP1 lit1-tk-luc reporter; % of 3 µM dafachronic acid response;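 active = activation above the mean over all tested compounds plus 3 SD, cut at about 0.9% in these data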;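 also: 0% = DMSO-only wells and 100% = 3 µM delta7-dafachronic acid wells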
# Numbers without * were called inactive; i = inactive; · = no result given.
SMILES,hcDAF-12 act,FXN GAA850 act,sPLA2-III inh,DAX1 inh-1,hgDAF-12 ag,SMARCA2 act,GC-B act,DAX1 inh-2,ADAM10 inh,NPR1 activator,ssDAF12 agonist
Cc1cc(C(=O)NNC(=O)NC(C)C)no1,-1.6,-2.5,-2,-0.3,-1.1,2,3,-0.1,1,2,-0.9
CN(C)C(=O)CSc1nc(-c2ccccc2)nc2c1CCCC2,-0.3,-0.7,2,0.2,-1.2,0,-3,-0.6,7,3,-1.5
COc1ccc(CNC(=O)COC(=O)c2cnccn2)cc1,-1.4,1.0,-2,0.3,0.7,-1,-1,-0.1,-6,4,-1.2
CN(CC(=O)Nc1ccc(Cl)c(C(F)(F)F)c1)C(=O)CCCc1nc2ccccc2c(=O)[nH]1,-0.3,2.4,-7,0.1,0.6,-3,-9,3.4,4,-5,-1.0
Cc1ccc(C)c(NC(=O)CCN2C(=O)C3CC=CCC3C2=O)c1 (centres undefined),1.5,-1.0,9,0.0,1.1,-3,4,-1.0,-18,3,-0.7
Cc1csc(NC(=O)CSc2ccc3nnc(CCNS(=O)(=O)c4ccccc4)n3n2)n1,1.0,-0.3,11,-0.6,0.0,-2,-3,-0.7,-4,0,-1.4
Cc1[nH]c(=O)c(C(=O)c2ccccc2O)cc1C(=O)O,-2.1,2.3,5,0.2,-0.1,3,0,0.0,-1,4,-1.5
CC1(C(=O)NS(=O)(=O)c2ccc(Cl)s2)CCN1C(=O)Cc1cc(F)ccc1F (centres undefined),0.3,0.7,-6,·,3.2,-6,-4,1.2,2,2,-1.1
CCOc1ccc2c(c1)C(C)=CC(C)(C)N2C(=O)Nc1ccccc1F,-0.5,1.7,-7,-1.7,0.7,1,-2,-1.1,-24,-2,-1.2
Cc1cccc(-n2c(Cc3ccccc3)n[nH]c2=S)c1,-1.8,1.8,12,-0.9,-3.4,-1,0,0.4,-4,9,-1.4
Cc1cc(=O)[nH]c(SCC(=O)Nc2nnc(CC(C)C)s2)n1,-0.2,2.3,-5,-0.7,-0.6,-1,6,-0.5,-2,-4,-1.0
CCN(C/C=C/c1ccccc1OC)Cc1ccccc1,-0.1,1.3,-3,2.2,-1.9,-1,1,-0.3,-8,-8,-0.8
COc1ccc(C)cc1NC(=O)CCCN1C(=O)CN(C)C1=O,0.1,0.2,13,0.0,0.4,-2,-4,1.2,-17,2,-0.2
CCC(C)NC(=O)COC(=O)c1ccc(Cl)cc1O (centres undefined),0.1,0.7,1,1.9,-1.6,0,3,0.5,-5,2,-1.2
CC1(C(=O)NC2CCCC2)CCC(=O)N1CCC1=CCCCC1 (centres undefined),-0.9,-0.5,5,1.2,-0.4,-1,3,0.0,0,-2,-1.1
O=C(C[C@H]1CC[C@@H]2[C@H](COC[C@H](O)CN2C(=O)c2cnccn2)O1)NCc1ccc(Cl)cc1,-1.7,·,-5,·,1.7,0,3,-0.2,-4,3,-0.7
COc1cc(OC)c(C(=O)NCc2ccc3c(c2)OCO3)cc1OC,-2.0,3.7,1,1.6,-2.2,-2,4,0.2,1,3,-1.8
Cc1ccc(S(=O)(=O)N2CCN(CN3C(=O)CC4(CCCC4)C3=O)CC2)cc1,0.1,-0.2,14,0.4,-1.5,-3,4,-0.1,-8,5,-1.4
CN=C(Nc1ccc(C(=O)OC)cc1)SC1CC(=O)N(c2ccccc2F)C1=O (centres undefined),-0.5,-0.8,2,-0.7,-0.7,0,2,1.0,-2,5,-1.8
CC(=O)N(Cc1cc2cc(C)ccc2[nH]c1=O)c1cccc(C)c1C,-1.7,0.0,4,-0.2,-0.6,-2,-18,0.0,-14,-22,-0.6

# Rewritten with values under each structure: entries from further up.
# Below each SMILES – hcDAF-12 act, FXN GAA850 act, sPLA2-III inh, DAX1 inh-1, hgDAF-12 ag, SMARCA2 act, GC-B act, DAX1 inh-2, ADAM10 inh, NPR1 activator, ssDAF12 agonist
> CC(=O)N(Cc1cc2cc(C)ccc2[nH]c1=O)c1cccc(C)c1C
→ -1.7, 0.0, 4, -0.2, -0.6, -2, -18, 0.0, -14, -22, -0.6
> Cc1ccc(C)c(NC(=O)CCN2C(=O)C3CC=CCC3C2=O)c1 (centres undefined)
→ 1.5, -1.0, 9, 0.0, 1.1, -3, 4, -1.0, -18, 3, -0.7
> COc1ccc(CNC(=O)COC(=O)c2cnccn2)cc1
→ -1.4, 1.0, -2, 0.3, 0.7, -1, -1, -0.1, -6, 4, -1.2

# (continued)
SMILES,hcDAF-12 act,FXN GAA850 act,sPLA2-III inh,DAX1 inh-1,hgDAF-12 ag,SMARCA2 act,GC-B act,DAX1 inh-2,ADAM10 inh,NPR1 activator,ssDAF12 agonist
O=C(COC(=O)c1ccccc1Nc1ccccc1)Nc1ccccc1,2.5,2.1,-3,1.4,2.1,-1,0,0.1,-114,3,-0.6
COC(=O)C[C@@H]1CC[C@H](NC(=O)Nc2ccc(OC)cc2)[C@@H](CO)O1,0.6,·,3,·,0.0,-4,1,-0.1,-1,-1,-0.2
OC(COc1ccccc1)CN1CCOCC1 (centres undefined),0.0,-0.3,5,1.1,-0.8,0,4,-0.4,2,4,-0.8
CCCCn1c(=O)cc(N2CCOCC2)[nH]c1=O,-0.1,2.3,17,1.4,2.2,-1,7,0.5,-8,2,-1.6
CCOCCCNC(=O)C(NC(=O)CNC(=O)c1ccccc1)c1ccc(C)cc1 (centres undefined),-0.9,1.8,2,-1.0,-2.5,-1,1,-0.6,0,0,-1.2
Cc1ccc(C(=O)OCC(=O)NCc2ccc(F)cc2)o1,0.8,0.0,-5,1.1,0.7,-1,3,1.2,3,-2,-0.8
O=C(NC1CC1)C1CC(=O)N(c2cccc(Cl)c2)C1 (centres undefined),1.1,1.7,0,-0.8,0.0,-1,5,2.0,5,2,-0.8
CCc1ccc(C(=O)NC(CCSC)C(=O)OC)cc1 (centres undefined),-0.2,1.6,1,0.8,-2.9,-1,1,-0.6,-2,0,-1.4
CCOc1ccc(CC(=O)NCCS(=O)(=O)N2CCN(c3ccccc3)CC2)cc1,-1.6,0.3,2,-0.4,-0.4,-2,8,-2.5,-9,1,-1.3
c1ccc(Cn2ccc3ccc(-c4ccc5ccn(Cc6cccc(-c7ccsc7)c6)c5c4)cc32)cc1,1.0,·,-4,·,2.5,-2,0,-1.1,-24,0,-0.5
CCOC(=O)c1sc(NC(=O)c2ccc(Cl)s2)cc1C,1.1,3.9,-2,2.0,6.2,2,-6,0.5,-4,-2,-1.1
COc1ccc(C=C(C(=O)c2ccccc2)c2ccccc2)cc1,-0.6,·,-8,·,-1.8,-5,5,-1.2,12,-2,-0.2
COc1ccccc1N(CC(=O)NCCSc1ccc(Cl)cc1)S(C)(=O)=O,-1.1,1.2,1,-0.4,0.7,-3,4,0.5,-6,-1,-1.8
COc1ccc(CNC(=O)CN(C)S(=O)(=O)c2ccc(Cl)cc2)cc1,-1.6,-1.2,-2,-3.1,-0.6,-2,0,-1.6,-2,-2,-1.2
Cc1cccc(Nc2nnc(SCC(=O)Nc3cccnc3Cl)s2)c1,-0.2,2.1,-1,2.5,-0.6,-3,-4,0.0,-5,-2,-1.2
CCOCCCNC(=O)c1ccc(CS(=O)(=O)Cc2cccc(C)c2)o1,-1.2,-0.5,6,-0.7,-1.4,-1,6,-0.1,2,2,-1.5
COc1ccc(/C=C\C(=O)NCc2ccc3[nH]c(C)cc3c2)cc1OC,-1.5,1.2,-7,-0.3,-0.7,-1,-2,-1.4,-23,-1,-1.7
Cc1onc(-c2ccccc2Cl)c1C(=O)N(Cc1ccccc1)C(C)C,-1.1,-1.0,1,-0.5,0.9,2,1,0.3,-6,0,-0.6
CC(=O)Nc1ccc(SCC(=O)OCC(=O)NC(=O)NC2CCCC2)cc1,-0.7,0.9,-6,1.1,-2.4,-2,-5,-0.2,1,-4,-1.3
O=S(=O)(CCSc1nc2ccccc2o1)Cc1ccccc1,-0.9,-1.7,3,-0.9,0.7,-1,-2,-0.4,0,-3,-0.7
Cc1ccc(NC(=O)COC(=O)CNC(=O)C2CCCCC2)c(Br)c1,0.2,0.1,0,0.8,-0.5,2,0,-0.8,2,1,-1.2
O=S(=O)(Cc1ncc(C(F)(F)F)cc1Cl)c1ccccc1,0.5,-2.4,-5,1.4,6.8,1,-4,0.6,-7,1,0.0
CSc1ncccc1C(=O)Nc1ccc(C)cn1,-1.6,1.9,13,1.0,1.9,0,-1,0.9,-46,2,-0.9
CCOC(=O)C1=C(C)NC(=S)NC1c1ccc(OCC(=O)N2CCCCCC2)cc1 (centres undefined),-3.3,1.3,8,-1.1,-1.3,-3,-4,-0.4,0,-5,-1.4
CCOc1ccc(S(=O)(=O)Nc2ccc(C(=O)NN)cc2)cc1,0.7,3.0,-13,0.3,2.3,-4,4,-0.4,-2,-3,-1.6
CC(=O)c1cccc(NC(=O)COC(=O)c2n[nH]c3ccccc23)c1,0.7,-1.4,-5,-0.3,-1.7,-2,-3,1.0,4,-1,-0.7
Cc1ccc(Cl)c(NC(=O)CN2C(=O)C(C)N(c3ccc(F)cc3)C2=O)c1Cl (centres undefined),2.7,-0.3,3,-0.7,-0.1,-2,0,-0.8,-8,1,-1.4
O=C1c2ccccc2[C@@H]2C[C@@H](O)[C@H](Nc3cccc(C(F)(F)F)c3)CCN12,-0.6,-1.6,-2,1.6,-2.3,-6,-6,-0.9,2,-1,-0.5
CCOC(=O)c1cnc(SC2CC(=O)N(c3ccc(C)cc3)C2=O)nc1N (centres undefined),-1.0,-1.1,-10,1.2,-0.6,1,3,1.2,5,4,-1.1
Cc1ccccc1C(=O)N1CCC(C(=O)Nc2cccc(F)c2)CC1,-1.6,-1.4,-9,-1.3,-1.3,0,-6,-0.5,4,-2,-1.2
O=C1NC2(CCc3ccccc32)C(=O)N1CCOc1ccc(Cl)cc1 (centres undefined),-0.8,0.6,-7,-1.4,-1.2,-3,5,-0.4,2,6,-0.9
CCCCc1cc(=O)oc2cc(C)cc(OC(C)C(=O)O)c12 (centres undefined),-1.4,0.4,2,3.1,-0.4,0,7,-0.4,i,-1,-1.5
CCC(C)[C@H](N)c1cn([C@@H](CCCCN)C(=O)N2CCNCC2)nn1 (some centres undefined),-0.7,0.0,15,1.0,-0.7,1,3,-0.3,5,-2,-0.9
